High-throughput results (PubChem BioAssay)
AMA1 RON2 block: qHTS for Inhibitors of AMA1-RON; Towards Development of Antimalarial Drug Lead: Primary Screen; Plasmodium falciparum AMA1 (3D7) - RON2 peptide interaction; 0.2% of 360,000 active; AID 720542, 2013; AlphaScreen AMA1-biotinylated RON2 peptide binding; Potency, µM (series often up to 58.2 µM), without a hit: top-dose activity change, negative = inhibition, actives largely listed as inhibitors;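 note: potency is the fitted concentration of half-maximal effect; 0% = vehicle wells and -100% = peptide control; nearly all actives have a fitted effect of over 45% in size; some results filed as inactive show a strong effect at the top dose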
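AMA1 (3D7) with his tag at 25 nM final met compounds first, then biotinylated RON2 peptide at 25 nM; detection used donor plus acceptor beads, 10 µg/mL apiece, read by AlphaScreen after 30 min at room temperature.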
Shiga inhibitor: A qHTS for Small Molecule Inhibitors of Shiga Toxin. 9.2% of 290,000 active. Vero cells, Shiga toxin protein synthesis inhibition reporter. AID 2315, 2010. inhibition, % at 38.7 µM; in the data active = inhibition mostly above about 28%, no sharp cut-off; inactive = mostly below about 43%; note: 0% is about no effect
Tb PYK inh: qHTS of Trypanosoma Brucei Inhibitors | TbPYK enzyme, Kinase-Glo Plus ATP luminescence, 45 min | Potency, µM (top dose mostly 76.8 µM), inactives show at the highest dose activity, negative = inhibition, most hits filed as inhibitors | 0.12% of 410,000 active; note: potency is the fitted concentration of half-maximal effect; % is set by controls: 0 for no effect and ±100 for the full control effect; nearly all actives have a fitted effect of over 50% in size
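Quantitative HTS: titrated library compounds versus trypanosomal pyruvate kinase in TEA buffer (pH 7.2) containing KCl, MgCl2, BSA and Tween-20. Reactions were initiated with ADP, 130 uM final. Kinase-Glo Plus luminescence was read after 45 min at RT.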
Pf growth 96h: Primary qHTS for delayed death inhibitors of the malarial parasite plastid, 96 hour incubation. P. falciparum luciferase reporter growth, 96 h. Potency, µM (series often up to 28.7 µM), for inactives: top-dose activity change, negative = inhibition, hits mostly inhibitors. 6.9% of 320,000 active. AID 504834, 2011; note: potency is the fitted concentration of half-maximal effect; % is set by controls: 0 for no effect and ±100 for the full control effect
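Compounds incubated with erythrocytes infected by luciferase-expressing P. falciparum (2% hematocrit, 0.05% parasitemia final) for 96 hours, 37 C in 5% CO2. Growth inhibition scored as decreased luciferase luminescence.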
Pf growth 48h: Primary qHTS for delayed death inhibitors of the malarial parasite plastid, 48 hour incubation; P. falciparum luciferase growth in erythrocytes, 48 h; Potency, µM (highest dose often 28.7 µM), inactives show at the top dose activity change, negative = inhibition, actives largely listed as inhibitors; 5.9% of 310,000 active; note: potency is the fitted concentration of half-maximal effect; % is set by controls: 0 for no effect and ±100 for the full control effect
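Luminescence readout; reporter = integrated firefly luciferase in P. falciparum. RBC culture at 2% hematocrit, 0.1% parasitemia final, 37 C/5% CO2; decreased signal taken as growth inhibition.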
LmPK inhibitor: qHTS Assay for Inhibitors of Leishmania Mexicana Pyruvate Kinase (LmPK). purified LmPK, Kinase-Glo ATP luminescence, 1 h. 0.37% of 290,000 active. Potency, µM (highest dose often 57.5 µM), inactives show at the top dose activity change, negative = inhibition, hits mostly inhibitors. Q27686; note: potency is the fitted concentration of half-maximal effect; % is set by controls: 0 for no effect and ±100 for the full control effect
Target sequence (Q27686 whole entry, looked up): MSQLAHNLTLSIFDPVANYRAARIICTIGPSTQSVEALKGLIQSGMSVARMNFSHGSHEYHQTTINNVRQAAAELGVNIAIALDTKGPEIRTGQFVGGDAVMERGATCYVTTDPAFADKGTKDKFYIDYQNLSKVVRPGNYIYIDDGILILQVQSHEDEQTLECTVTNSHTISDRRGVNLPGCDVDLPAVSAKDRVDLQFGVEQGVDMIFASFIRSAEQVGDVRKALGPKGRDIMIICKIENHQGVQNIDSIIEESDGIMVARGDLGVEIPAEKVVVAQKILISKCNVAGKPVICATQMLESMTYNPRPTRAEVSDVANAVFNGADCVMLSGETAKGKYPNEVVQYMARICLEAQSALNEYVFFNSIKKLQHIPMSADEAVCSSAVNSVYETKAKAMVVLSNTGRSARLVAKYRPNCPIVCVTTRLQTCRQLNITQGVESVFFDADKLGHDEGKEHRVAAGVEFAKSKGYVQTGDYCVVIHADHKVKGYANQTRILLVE
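ATP generated from ADP (0.1 mM) and PEP (0.5 mM) by 0.1 nM LmPK over 1 h at room temperature (pH 7.2 imidazole buffer) was detected by coupled luciferase luminescence. Values were normalized to uninhibited and no-enzyme wells.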
CHX counter: Cycloheximide Counterscreen for Small Molecule Inhibitors of Shiga Toxin. cell reporter, cycloheximide protein synthesis inhibition counterscreen. max response, %. 12% of 300,000 active. AID 2314, 2010; in the data active = max response mostly above about 13%, no sharp cut-off; inactive = mostly below about 14%; note: read at 38.3 µM for the half of the compounds with a filed dose; 0% is about no effect
The depositor's hits bear a star; ? = inconclusive; / = not tested or not shown; & = joins results of further samples; [ ] = dose if it differs, or a comment. Unless noted, calls come from the whole dose curve; as a rule, active = well fitted curve in the direction sought with a large enough effect; inconclusive = small, poorly fitted or top-dose-only effect, or another doubt; inactive = no such curve, though single readings can be large; an effect the other way counts as inactive or inconclusive.

SMILES	AMA1 RON2 block	Shiga inhibitor	Tb PYK inh	Pf growth 96h	Pf growth 48h	LmPK inhibitor	CHX counter
O=C(COc1ccc(Cl)cc1)N(Cc1ccc(F)cc1)C1CCS(=O)(=O)C1 (centres undefined)	14%	17	-1%	?	-4%	1%	2
Cc1ccc(S(=O)(=O)N/N=C\c2ccc(Cl)c([N+](=O)[O-])c2)cc1	-10%	-14	3%	11%	17%	4%	1
COc1ccc(NC2CCCN(C(=O)CCC(=O)c3ccc(F)cc3)C2)cc1 (centres undefined)	-12%	72	-21%	-5%	?	2%	47*
Cc1c(NS(=O)(=O)c2ccc(S(=O)(=O)c3ccccc3)s2)c(=O)n(-c2ccccc2)n1C	1%	-3	0%	0%	44%[activator]	8%	-3
O=C(/C=C/c1cn(-c2ccccc2)nc1-c1cccnc1)c1ccco1	-1%	9	-1%	3%	?	-3%	25*
CCOc1ccc(C(=O)NC(=S)Nc2ccc(NC(=O)C(C)C)cc2)cc1[N+](=O)[O-]	6%	-5	-2%	43%[activator]	22%	-1%	-1
CSc1ccc(S(=O)(=O)NCC(=O)OCC(=O)N(C)CC(=O)Nc2ccccc2Cl)cc1[N+](=O)[O-]	-12%	/	-2%	46%[activator]	-1%	/	/
O=C(Nc1ccc(S(=O)(=O)N2CCOCC2)cc1)c1cccc([N+](=O)[O-])c1	2%	-2	-1%	?	-39%	4%	0
O=C(NC(Cc1ccccc1)C(=O)NCCc1ccccn1)c1ccccc1 (centres undefined)	-3%	-6	5%	?	-23%	0%	-3
CC(C)(C)n1nnnc1CN1C2CCC1CC(NC(=O)Nc1ccccc1)C2 (centres undefined)	20%	-4	5%	?	?	0%	1
C#CCOCCOCCOCCNc1nc(N2CCN(C(=O)CCCCCCCCCCNC(=O)Cn3cc(CCCCCN)nn3)CC2)nc(N2CCN(C(=O)CCCCCCCCCCNC(=O)[C@@H](CCSC)n3cc(CCO)nn3)CC2)n1	-2%	/	4%	1µM*	1.2µM*	/	/
OC(COc1ccc(Br)cc1)CN1CCC(Cc2ccccc2)CC1 (centres undefined)	0%	-2	0%	-16%	?	3%	-3
O=C(O)c1cc(-c2ccccc2)n(-c2ccccc2C(=O)O)n1	0%	-19	-1%	42%[activator]	6%	3%	10
COc1ccc(OC)c(NS(=O)(=O)c2ccc(SC)cc2)c1	-13%	-4	-5%	-5%	-13%	7%	-3
Cc1ccc(-c2csc(NC(=O)C[n+]3cc(-c4ccc(C)cc4)n4c3CCC4)n2)cc1	-15%	38	-5%	-46%	?	-5%	13
CSc1ccc(C2=CC(=O)C[C@H](c3ccc(F)cc3)C2)cc1	7%	/	2%	?	?	/	/
CCCCCCCCCCCC(=O)N/N=C/c1ccco1	6%	-24	8%	-21%	/	13%	-4
COCCNCC1C(Oc2ccc(Cl)cc2)C(=O)N1c1ccccc1C (centres undefined)	-3%	-10	-1%	188%[activator]	?	20%	-6
CCCCn1c(N)c(N(CCOC)C(=O)COC(=O)COc2ccccc2C#N)c(=O)[nH]c1=O	2%	/	-4%	25%	49%[activator]	/	/
COc1ccc(-c2nc(CSCC(=O)N3CCN(c4cccc(C)c4)C(C)C3)c(C)o2)cc1OC (centres undefined)	?	-5	-8%	?	?	-1%	8
COc1cc2c(cc1OC)C(C(=O)O)C(c1cc(Br)c(O)c(OC)c1)N(C)C2=O (centres undefined)	1%	-7	1%	0%	14%	-7%	-5
CCOc1ccc(CN2CCN(c3cc(C)nc4c5c(C)cc(C)nc5nn34)CC2)cc1	/	-6	/	?	-24%	3%	-3
CCc1ccc(C2C3=C(CC(C)(C)CC3=O)Nc3c2c(=O)[nH]c2nc(C)nn32)cc1 (centres undefined)	-4%	-6	4%	52%	?	1%	-2
COc1ccc(-c2cc(C(F)(F)F)nc(NCc3cccs3)n2)cc1	-1%	-15	-15%	?	?	1%	-6
Cc1ccc2oc(C(=O)Nc3nonc3C)c(C)c2c1	9%	67*	1%	-15%	57%[activator]	5%	28*
CCc1c(C)c2ccc(OCC(N)=O)cc2oc1=O	16%	45	-4%	-23%	24%	-7%	20*
Cc1nc2c(cnn2-c2ccccc2)c(=O)[nH]1	-4%	-2	6%	14%	58%[activator]	-3%	-2
Cc1cc(C)n2nc(SCC(=O)Nc3ccccc3C)nc2n1	-16%	-4	-13%&1%	14%	15%	-1%	-6
Cc1[nH]nc2c1C(c1c[nH]c3ccccc13)C(C#N)=C(N)O2 (centres undefined)	4%	-3	0%	14%	0%	2%	-2
CN(C)C=C1C(=O)N(C2CCCCC2)C(=O)N(C2CCCCC2)C1=O	10%	-13	-6%	/	32%[activator]	4%	-10
COc1ccc(N2C(=O)CN(Cc3ccc(OC)c(OC)c3)C2=S)cc1	-3%	-9	-4%	?	-9%	-2%[11.5 µM]	-6
Cc1cccc(Nc2nnc(SCC3CCCCO3)s2)c1C (centres undefined)	-15%	66*	-1%	12µM*	?	0%	54*
Cc1cc(Nc2cccc(C(=O)O)c2)n2ncnc2n1	-8%	19*	-7%	-10%	23%	-9%	14*
COC(=O)c1c(C)[nH]c(C)c1-c1ccccc1Cl	-7%	21	-9%	-1%	-23%	3%	6
Nc1nc(-c2cc3c(cc2Cl)OCCO3)cs1	10%	44*	1%	?	34%[activator]	-10%	40*
CCOc1ccc(N(C(C)C(=O)Nc2ccc(OC)cc2)S(C)(=O)=O)cc1 (centres undefined)	-2%	22	-7%	?	-3%	-4%	-2
Cc1ccccc1CC(=O)N1CCN(C(=O)c2ccco2)CC1	-11%	-15	9%	?	12%	-1%	2
Cc1ccccc1NC(=O)CSc1nc2[nH]c(=O)cc(O)c2s1	0%	/	10%	-3%	-2%	/	/
CCCn1c(SCC(=O)Nc2c(CC)cccc2CC)nnc1C(C)C	-4%	-20	2%	6%	10%	0%	11
CCCCc1ccc(Nc2nc(CCC)cc(=O)[nH]2)cc1	-19%	-10	1%	/	10µM*	1%	-1
O=C(COC(=O)c1ccccc1Cl)NC1CCCCCCC1	4%	/	0%	23%	17%	/	/
COc1ccc(-c2nc(N3CCCC3)[nH]c(=O)c2C#N)cc1	0%	9	-1%	0%	2%	4%	-3
Cc1c(C(=O)Nc2ccccc2N2CCOCC2)sc2nc3n(c(=O)c12)CCC3	/	-10	/	?	9%	-3%	0
Cn1nc(C(F)(F)F)c(-c2ccccc2)c1NC(=O)CSCC(=O)O	10%	10	1%	?	-24%	7%	6
CCc1ccccc1NC(=O)NNC(=O)CCc1ccccc1	86%[activator]	-11	-3%	?	-2%	1%	-2
O=C(COc1cccnc1[N+](=O)[O-])Nc1cccc(S(=O)(=O)N2CCCCC2)c1	1%	-8	22%	3%	13%	2%	1
O=C(CCc1ccccc1)Nc1ccc(F)c([N+](=O)[O-])c1	-10%	-4	-1%	21%	4%	8%[11.5 µM]	16
CCOC(=O)c1c(NC(=O)COC(=O)c2ccc([N+](=O)[O-])cc2)sc(C(=O)N(C)C)c1C	1%	/	-4%	12%	-26%	/	/
COc1cc(-c2nc(-c3cccnc3)no2)cc(OC)c1OC	9%[11.6 µM]	-3	-7%	-17%	18%	0%	8
COC(=O)C1CCN(c2ccc([N+](=O)[O-])cc2[N+](=O)[O-])CC1	-9%	-4	1%	53%[activator]	9%	2%	-2
COc1ccc(OC)c(/C=C/C(=O)N2CCN(S(=O)(=O)c3ccc(C)cc3C)CC2)c1	24%[11.6 µM]	/	2%	13µM*	12µM*	/	/
Cc1onc(-c2ccccc2Cl)c1C(=O)N1CCC(C)CC1	1%	-7	-5%	-6%	15%	5%	-7
Cc1ccc(NC(=O)CSC2=NCCN2)cc1	-2%[11.6 µM]	6	7%	23%	10%	-4%	-2
CC(=O)NN1C(=O)c2ccccc2NC1c1ccc(N(C)C)cc1 (centres undefined)	78%[activator]	45	2%	?	23%	5%	24
Cc1ccc2nc(-c3ccc(NC(=O)CNC4CC4)cc3)sc2c1	?	95*	36%[activator]	238%[activator]	241%[activator]	-5%	42*
c1ccc(-c2ccccc2OCCCCn2ccnc2)cc1	?	-7	26%	?	12µM*	2%	1
C=CCn1c(O)c(N=NC(=O)CNC(=O)Cc2ccccc2)c2ccccc21	-7%	-10	-1%	85%[activator]	5%	1%	4
COc1ccc(Oc2coc3cc(OC(=O)c4cccs4)ccc3c2=O)cc1	-7%	-5	-7%	4.1µM*	54%[activator]	0%	7
COc1ccc(CCNC(=O)CCC(=O)N2CCOc3ccc(C)cc32)cc1OC	0%	-3	6%	?	-12%	-1%	-2
CCOC(=O)Cc1csc(NS(C)(=O)=O)n1	3%	1	-1%	74%[activator]	/	-8%	-2

(more compounds)
SMILES	AMA1 RON2 block	Shiga inhibitor	Tb PYK inh	Pf growth 96h	Pf growth 48h	LmPK inhibitor	CHX counter
CC(=O)c1cccc(OCC(=O)N2CCN(CC(=O)Nc3cccc(F)c3)CC2)c1	14%	/	-4%	?	?	/	/
NC(=O)c1cc2cc([N+](=O)[O-])ccc2oc1=O	3%	-21	3%	20%	3%	1%	-1
O=C(NCCO)C(=O)NCC1OCCCN1S(=O)(=O)c1cccs1 (centres undefined)	-3%[11.6 µM]	-8	6%	15%	28%	-7%	-2
CCN(Cc1cc2cc(C)ccc2[nH]c1=O)C(=O)c1cccc([N+](=O)[O-])c1	13%	7	8%	-9%	18%	7%	-2
CCS(=O)(=O)c1nc(S(=O)(=O)c2ccc(Cl)cc2)c(N2CCC(O)CC2)s1	5%	-4	3%	?	-9%	1%	-1
Nc1nonc1-c1noc(CCCN2C(=O)c3ccccc3C2=O)n1	4%	98*	2%	87%[activator]	83%[activator]	0%	112*
CCC(C)C(NC(=O)OCc1ccccc1)C(=O)NC(Cc1ccc(O)cc1)C(=O)OC (centres undefined)	15%	1	-20%	?	16%	2%	-2
COc1ccc2nc3oc(C(=O)N4CCN(c5cccc(Cl)c5)CC4)cc3cc2c1	1%	16	0%	0%	?	0%	5
Cc1ccc(S(=O)(=O)N(CCO)Cc2cc3ccc(C)c(C)c3[nH]c2=O)cc1	-9%	12	-10%	?	-14%	8%	9

Compounds above containing a furan ring, fused or not (five):
SMILES	AMA1 RON2 block	Shiga inhibitor	Tb PYK inh	Pf growth 96h	Pf growth 48h	LmPK inhibitor	CHX counter
O=C(/C=C/c1cn(-c2ccccc2)nc1-c1cccnc1)c1ccco1	-1%	9	-1%	3%	?	-3%	25*
CCCCCCCCCCCC(=O)N/N=C/c1ccco1	6%	-24	8%	-21%	/	13%	-4
Cc1ccc2oc(C(=O)Nc3nonc3C)c(C)c2c1	9%	67*	1%	-15%	57%[activator]	5%	28*
Cc1ccccc1CC(=O)N1CCN(C(=O)c2ccco2)CC1	-11%	-15	9%	?	12%	-1%	2
COc1ccc2nc3oc(C(=O)N4CCN(c5cccc(Cl)c5)CC4)cc3cc2c1	1%	16	0%	0%	?	0%	5
